Source: PubChem BioAssay
BRCA1 expr act – qHTS Assay to Identify Small Molecule Activators of BRCA1 Expression | Potency, µM (doses to about 46.1 µM), inactives show top-dose activation, actives largely listed as activators | MCF7-BRCA1-FFLuc reporter, luminescence, 48 h; response scale: scaled: vehicle 0%, 10 µM genistein 100% | hit rate 1.1% among 380,000; further: nearly all actives have a fitted effect of over 80% in size; some results filed as inactive show a strong effect at the top dose
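Cells: MCF7-BRCA1-FFLuc, 2000/well. Exposure: 48 h, 37 °C, 5% CO2. Read: luminescence, 15 min post-substrate. Controls: genistein 10 microM (maximal activation), DMSO (neutral).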
FLuc modulator – qHTS profiling assay for firefly luciferase inhibitor/activator using purifed enzyme and Km concentrations of substrates (counterscreen for miR-21 project); AID 588342, 2011; purified FLuc, Km substrates, luminescence inhibition; hit rate 6.9% among 360,000; Potency, µM (titrated, usually from 57.5 µM), for the others: at the highest dose activity change, negative = inhibition, hits mostly inhibitors;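 further: plate controls were vehicle for no effect and reference inhibitor for full effect; nearly all actives have a fitted effect of over 55% in size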
Target sequence (P08659 whole entry, looked up): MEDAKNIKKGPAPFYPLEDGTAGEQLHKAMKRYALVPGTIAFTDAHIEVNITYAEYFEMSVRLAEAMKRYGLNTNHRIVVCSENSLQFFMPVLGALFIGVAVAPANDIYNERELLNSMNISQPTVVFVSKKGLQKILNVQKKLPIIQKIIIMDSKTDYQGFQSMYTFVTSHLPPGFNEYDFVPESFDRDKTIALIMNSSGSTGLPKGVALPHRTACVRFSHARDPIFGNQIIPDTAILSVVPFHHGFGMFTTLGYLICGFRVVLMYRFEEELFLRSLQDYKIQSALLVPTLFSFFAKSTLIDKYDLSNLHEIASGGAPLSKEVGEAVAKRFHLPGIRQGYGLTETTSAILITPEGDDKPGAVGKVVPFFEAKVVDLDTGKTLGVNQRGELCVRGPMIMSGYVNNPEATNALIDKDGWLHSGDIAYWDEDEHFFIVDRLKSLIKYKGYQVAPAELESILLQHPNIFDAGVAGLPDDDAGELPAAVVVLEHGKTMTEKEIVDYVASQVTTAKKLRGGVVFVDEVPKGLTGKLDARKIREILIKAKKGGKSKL
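Biochemical qHTS of compounds, final roughly 60 µM downward over six points, against 10 nM purified firefly luciferase using Km concentrations of substrates (10 uM D-luciferin, 10 uM ATP) in Tris acetate pH 7.5 buffer; luminescence output.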
* = called active by the depositor; u = inconclusive. The call rests on the fitted dose curve; in most records, active means well fitted curve in the direction sought with a large enough effect; inconclusive means small, poorly fitted or top-dose-only effect, or another doubt; inactive means no such curve, though single readings can be large; an effect the other way counts as inactive or inconclusive. Potency means the concentration at half of the fitted maximal effect. This is a subset, so the mix of outcomes need not match the whole.

Values run as follows: BRCA1 expr act, FLuc modulator
CC(Oc1ccccc1F)C(=O)Nc1ccc(-c2nc3ccccc3s2)cc1 (stereo not drawn)
 : u, -6.6%
CCc1ccccc1Nc1nn2c(=O)c3ccc(C(=O)NCc4ccccc4Cl)cc3nc2s1
 : 12.9%, -11.4%
COc1cccc2cc(C(=O)NCCc3c(C)[nH]c4ccc(Br)cc34)c(=O)oc12
 : 2.5%, -5.9%
Cc1c(Cl)cccc1N1CCn2c1nc1c2c(=O)n(CC(=O)O)c(=O)n1C
 : -0.3%, 6.0%
CCN(C(=O)Cn1c(=O)n(Cc2ccc3c(c2)OCO3)c(=O)c2ccc(C(=O)NC3CCCCC3)cc21)c1cccc(C)c1
 : -17.4%, -2.4%
Cc1ccc(S(=O)(=O)c2cn(CC(=O)Nc3ccccc3)c3cc4c(cc3c2=O)OCO4)cc1
 : 0.2%, -6.2%
COCCNC(=O)c1ccc2c(c1)N(Cc1c(F)cccc1Cl)C(=O)c1ccccc1S2
 : -20.2%, -0.7%
O=S(=O)(c1ccc(C2CCCCC2)cc1)N1CCN(c2ccc(Cl)c(Cl)c2)CC1
 : 3.1%, -1.0%
Cc1ccc(S(=O)(=O)N(CC(O)Cn2c3ccccc3c3ccccc32)c2cccc(C(N)=O)c2)cc1 (stereo not drawn)
 : -50.4%, -13.4%
COc1ccc(NC(=O)c2nnn(Cc3nc(-c4cc(Br)ccc4OC)oc3C)c2C)cc1
 : 9.5%, 4.0%
Cc1cccc(NC(=O)C2CCN(S(=O)(=O)c3cccc4nsnc34)CC2)c1C
 : 6.5%, -7.3%
O=C1CC(c2cccc(F)c2)c2c(n3ncnc3[nH]c2=O)N1 (stereo not drawn)
 : 15.0%, -3.2%
COc1ccc2oc(-c3ccc(C)c(NC(=O)c4sc5ccccc5c4Cl)c3)nc2c1
 : -5.1%, -8.9%
Cn1c(=O)oc2cc(S(=O)(=O)Nc3ccc(C(=O)O)cc3)ccc21
 : -3.2%, -18.5%
CCOc1ccc(CCNC(=O)CN2C(=O)COc3ccc(S(=O)(=O)N4CCCCCC4)cc32)cc1
 : -19.4%, -3.7%
Cc1cccc(CN2C(=O)c3ccccc3S(=O)(=O)c3ccc(C(=O)NCCC4=CCCCC4)cc32)c1
 : -11.9%, 2.3%
Cc1c(NC(=O)C(C)(C)Oc2ccc(Cl)cc2)cccc1-c1nc2ncccc2o1
 : -53.6%, -7.6%
Cc1ccccc1CNCCSc1nnnn1C
 : 15.7%, 0.7%
O=C(C1CCCN(S(=O)(=O)c2cccc3nonc23)C1)N1CCN(c2cccc(C(F)(F)F)c2)CC1 (stereo not drawn)
 : 6.6%, 3.9%
COc1cccc(N2C(=O)CSC23C(=O)N(Cc2ccccc2)c2ccccc23)c1 (stereo not drawn)
 : -8.3%, 1.0%
Cc1ccc2c(c1)-c1onc(C(=O)N3CCN(c4cc(C)ccc4C)CC3)c1CO2
 : 4.2%, -1.1%
CCn1cc(C(=O)NCc2ccc(C)cc2)c(=O)c2cc(S(=O)(=O)N3CCc4ccccc4C3)ccc21
 : 4.5%, -5.1%
COc1ccc(CCn2c(=O)c3cccnc3n(CC(=O)Nc3cccc(C)c3)c2=O)cc1OC
 : 1.8%, -2.2%
Cc1ccc(-c2nc(C)c(CCNC(=O)c3ccco3)s2)cc1
 : u, 16.9µM*
Cn1c(=O)c2c(nc(NCCc3ccccc3)n2Cc2ccc(Cl)c(Cl)c2)n(C)c1=O
 : -17.6%, -8.3%
COc1ccc(NC(=O)c2ccc3c(SCC(=O)O)c4c(nc3c2)CCC4)c(OC)c1
 : -1.7%, u
COc1ccc(-c2noc(-c3ccc(N4CCN(C)CC4)c([N+](=O)[O-])c3)n2)cc1
 : 51.6%, u
CCc1nnc(NC(=O)CSc2nc3c([nH]c4ccccc43)c(=O)n2-c2cc(C)cc(C)c2)s1
 : -32.0%, 2.2%
Cc1cc(C)cc(NCc2nnc3n2CCCCC3)c1
 : 10.6%, 6.2%
Oc1ccccc1-c1nc2cnccn2c1Nc1ccc(Cl)cc1
 : -51.3%, 0.5%
Cc1nc2c(-c3ccccc3)c(C)nn2c(C)c1CCC(=O)Nc1ccccc1F
 : -37.5%, -7.2%
Cc1oc2ncn(CC(C)C)c(=O)c2c1C(=O)N(CCN(C)C)Cc1ccccc1
 : 0.0%, 0.1%
Cc1c2cnn(-c3ccccc3)c(=O)c2c(C)n1C(C)C(=O)Nc1ccc(Br)cc1F (stereo not drawn)
 : -24.2%, -16.5%
COc1cccc(CCNC(=O)Cn2c(-c3cccs3)cc3ccccc32)c1
 : -6.0%, -8.4%
CCOC(=O)c1c(NC(=O)C(C)Sc2cn(CCNC(=O)c3ccc(OCC)cc3)c3ccccc23)sc2c1CCC2 (stereo not drawn)
 : 10.3%, 2.9%
CCc1nn(CC(=O)N2CCN(c3ccc(Cl)cc3)CC2)c(=O)c2cc3occc3n12
 : 5.6%, -18.2%
COc1cc(C(CC(=O)Nc2ccc(Br)cn2)N2Cc3ccccc3C2=O)cc(OC)c1OC (stereo not drawn)
 : -21.6%, -2.1%
COc1ccc(OC)c(NS(=O)(=O)c2ccc3[nH]c4c(c3c2)CCCCC4)c1
 : -49.0%, 0.2%
CCOc1ccc(-c2nn(-c3ccccc3)cc2C2NC(=O)NC(C)=C2C(=O)OC(C)C)cc1 (stereo not drawn)
 : -36.0%, -18.8%
COc1ccc(-c2noc(-c3ccc(NCc4cccnc4)c([N+](=O)[O-])c3)n2)cc1
 : 3.7%, -15.2%
Cc1cn2c(=O)cc(COc3ccc(NC(=O)c4ccccc4C)cc3)nc2s1
 : 0.0%, 1.5%
CCN1CCN(Cc2c(O)ccc3c(=O)c(Oc4ccccc4Cl)c(C(F)(F)F)oc23)CC1
 : -0.5%, 2.6%
Cc1ccccc1NC(=O)Cn1c(=O)n(Cc2ccc3c(c2)OCO3)c(=O)c2ccc(C(=O)NC3CCCCC3)cc21
 : 12.6%, 3.6%
Cc1ccc(OCC(=O)OCc2cc(=O)n3nc(C4CCCCC4)sc3n2)cc1
 : 2.6%, -19.5%
Cc1cccc(NC(=O)c2cc(S(=O)(=O)N3CCCCCC3)cn2C)c1C
 : -14.6%, 0.6%
Cc1cccc(C)c1Nc1c(-c2cccs2)nc2ncccn12
 : 0.0%, -6.8%
Cc1ccc(NC(=O)C2CCCN2S(=O)(=O)c2ccc3c(c2)CCCC(=O)N3)cc1C (stereo not drawn)
 : -9.5%, -7.7%
O=C(CCCCn1c(=O)c2ccccc2n(Cc2ccccc2Cl)c1=O)NCCc1ccccc1
 : 0.0%, 4.1%
Cc1ccc(N2C(=O)[C@@H]3CSC(c4ccc(Cl)cc4)N3C2=O)cc1 (stereo partly drawn)
 : 6.2%, -1.6%
COc1cccc(CNS(=O)(=O)c2ccc3c(c2)CCN3C(=O)C2CCC2)c1
 : 1.1%, -12.2%

Further compounds follow.
Values run as follows: BRCA1 expr act, FLuc modulator
Cc1ccc(NC(=O)CSc2nc(=O)n(Cc3cccnc3)c3c2CCC3)cc1F
 : -0.9%, -9.2%
Cc1cccc(NC(=O)CSc2nnc3c4ccccc4n(C)c3n2)c1
 : -7.6%, -0.8%
COC(=O)c1ccc(NC(=O)CCn2cnnn2)c(C)c1
 : 6.7%, -0.9%
Cc1ccc([C@H]2Nc3ccc(S(=O)(=O)Nc4cccc(Cl)c4C)cc3[C@H]3C=CC[C@H]32)cc1
 : 7.5%, -3.2%
CCn1c(=O)c2cc(C(=O)NCc3ccc(F)cc3Cl)sc2c2ccccc21
 : 4.9%, -0.1%
Cc1ccc(N(C)S(=O)(=O)c2ccc3c(c2)C(C)(C)C(=O)N3C)cc1C
 : -19.1%, -7.6%
CCC(=O)N1CCc2cc(Br)cc(S(=O)(=O)N3CCCC(C(=O)Nc4ccc(OC)c(Cl)c4)C3)c21 (stereo not drawn)
 : -8.5%, -0.9%
Cc1cnc(=O)[nH]c1SCC(=O)Nc1nc2ccccc2s1
 : 34.7%, -0.2%
COCCn1c(SCC(=O)c2ccc(C)cc2)nc2cc(C(=O)NC3CCCC3)ccc2c1=O
 : 4.4%, -1.4%
Cc1nn(-c2ccccc2)c(OC(=O)c2ccccc2)c1S(=O)(=O)c1ccccc1
 : 14.0%, u
COc1ccc(C)c2sc(NC(=O)c3ccc(S(=O)(=O)N(C)C)cc3)nc12
 : 6.9%, -4.1%
CC(C)(C)c1ccc(C(=O)N2CCN(Cc3cc(=O)n4nc(-c5ccccc5F)sc4n3)CC2)cc1
 : 2.3%, 5.6%
CC(NC(=O)c1ccc2c(c1)N(Cc1ccc(Cl)cc1)C(=O)c1ccccc1S2(=O)=O)c1ccccc1 (stereo not drawn)
 : 1.4%, 2.5%
COc1cc(NC(=O)c2ccc3c(Cl)c4c(nc3c2)CCC4)cc(OC)c1OC
 : 40.1%, u
CCN(CC)CCSc1nnc2c3cc(F)ccc3n(C)c2n1
 : -35.7%, -7.6%
Cc1nc2c(c(C)nn2C(C)(C)C)c(C)c1CCC(=O)Nc1ccc(Br)cc1Br
 : -21.4%, -3.3%
CCOC(=O)C(C)NC(=O)c1cc2c(=O)[nH]c3ccc(C)cc3c2s1 (stereo not drawn)
 : -0.7%, 2.5%
CCCCN1C(=O)C(O)(c2c[nH]c3ccccc23)c2cc(Br)ccc21 (stereo not drawn)
 : -31.4%, -9.7%
Cc1ccc(Cn2c(CO)cnc2SCc2ccc(F)cc2)cc1
 : 17.7%, -17.4%
CCCCN(CC)CCNC(=O)c1cc2c(=O)oc3ccc(C)cc3c2s1
 : 20.7%, -5.0%
COCCNC(=O)CSc1nc2ccccc2nc1Cc1ccc(C)cc1
 : 10.2%, 2.3%
Cc1ccc(CSc2nc3ccncc3n2Cc2nc(-c3ccc(Cl)cc3)oc2C)cc1
 : 45.7%, u
Cc1cccc(CS(=O)(=O)c2ncc(Cl)c(C(=O)Nc3nc4ccc(F)cc4s3)n2)c1
 : -9.5%, u
CCCN(C(=O)c1cc2c(s1)-c1ccccc1OC2)c1ccc(C(C)C)cc1
 : -10.7%, -9.0%
CCc1cccc(C)c1NC(=O)C1CCN(S(=O)(=O)c2cccc3nonc23)CC1
 : 4.2%, -2.3%
Cc1ccc2sc(N3CCN(C(=O)CCS(=O)(=O)c4ccc(F)cc4)CC3)nc2c1C
 : -0.4%, -14.0%
CCN(C(=O)c1cc2cc(Br)cc(OC)c2oc1=O)c1ccccc1
 : 3.3%, 2.3%
Cc1ccc(C)c(N2CCN(CCCNC(=O)c3ccc4nc(N5CCCCC5)sc4c3)CC2)c1
 : u, u
CC(=O)Nc1c(C(=O)Nc2cccc(C)c2)nnn1-c1ccc(C)cc1
 : 55.6%, 16.9µM*
Cc1ccc(-c2nnc(SCc3cccc(C#N)c3)o2)cc1
 : 8.6%, u
CCc1cccc(N2C(=O)CSC23C(=O)N(Cc2ccccc2F)c2ccccc23)c1 (stereo not drawn)
 : -44.5%, -2.3%
Cc1ccc(NC(=O)CCS(=O)(=O)c2cccc3nsnc23)c(C)c1
 : -5.6%, -5.1%
CCn1cc(C(=O)NCc2ccc(Cl)cc2)c(=O)c2cc(S(=O)(=O)N(C)C3CCCCC3)ccc21
 : -48.4%, -6.7%
CCc1ccc(NCc2cc3cc4c(cc3n(CC(=O)Nc3ccc(C)cc3)c2=O)OCO4)cc1
 : 6.6%, -14.1%
Cc1nc(-c2ccccc2)sc1CCNS(=O)(=O)c1ccc(Br)cc1
 : -29.5%, -14.4%
COc1ccccc1NC(=O)C1=C(C)Nc2nc(SCc3ccccc3Cl)nn2C1c1cccnc1 (stereo not drawn)
 : 7.9%, 2.1%
COc1cc(C2C(C(=O)Nc3ccc(C)cc3C)=C(C)Nc3nc4ccccc4n32)cc(OC)c1OC (stereo not drawn)
 : -12.8%, -0.1%
COc1ccccc1NCc1cccn1-c1nnc(N2CCOCC2)s1
 : 9.4%, -10.2%
O=C(CNC(=O)c1ccccc1)OCc1cc(=O)n2ccsc2n1
 : 14.1%, -5.4%
CCN(CC)c1cc(C)c2cc(NC(=O)/C=C/c3ccccc3OC(C)C)ccc2n1
 : -5.6%, -3.0%
COc1cc2cc(CNc3ccccc3)c(=O)n(CC(=O)Nc3ccc(C)c(Cl)c3)c2cc1OC
 : 14.7%, -5.9%
COc1cccc(C(=O)NC(=NCCc2c[nH]c3ccc(OC)cc23)Nc2nc(C)cc(C)n2)c1
 : -17.4%, -5.7%
CCN(CC)C(=O)Cn1c(=O)n(-c2ccc(C)c(C)c2)c(=O)c2c3c(sc21)CCCCC3
 : 4.0%, -17.4%
Cc1cc(-c2ccc(C)c(S(=O)(=O)N3CCOc4ccc(Cl)cc43)c2)on1
 : -17.7%, 4.5%
CCOC(=O)c1ccc(NC(=O)Nc2cc3c(cc2N2CCCC2)n(C)c(=O)n3C)cc1
 : -38.4%, -1.4%
COc1c(C)cccc1C(=O)Nc1cccc2ccc(C)nc12
 : -57.2%, -18.8%
CCCCn1c(NCc2cc(Cl)ccc2O)nc2ccccc21
 : -60.7%, -1.3%
COc1cccc(CNC(=O)Cn2c(C)c3cnn(-c4ccccc4)c(=O)c3c2C)c1
 : -11.4%, -8.1%

Structures shown so far that have a nitro group on carbon:
Values run as follows: BRCA1 expr act, FLuc modulator
COc1ccc(-c2noc(-c3ccc(N4CCN(C)CC4)c([N+](=O)[O-])c3)n2)cc1
 : 51.6%, u
COc1ccc(-c2noc(-c3ccc(NCc4cccnc4)c([N+](=O)[O-])c3)n2)cc1
 : 3.7%, -15.2%
